BLM inh = inhibitors of human Bloom syndrome helicase BLM | P54132 | recombinant BLM DNA unwinding, fluorescence dequenching | Potency, µM (series often up to 56.1 µM), for inactives: top-dose activity change, negative = inhibition, hits mostly inhibitors | 350,000 tested, 0.2% active;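 further: potency means the concentration at half of the fitted maximal effect; plate controls were vehicle for no effect and no enzyme for full effect; nearly all actives have a fitted effect of over 35% in size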
RXFP1 antagonist = RXFP1 (human) relaxin receptor antagonism; Q9HBX9; HEK293-RXFP1, relaxin-stimulated cAMP HTRF, 30 min; hits give low values; activity change, negative = inhibition, % at 57.5 µM; 350,000 tested, 0.59% active; AID 1259400;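 active means activity change of -60% or lower, but not beyond a set lower limit; inconclusive means change between -60% and -40%, or beyond the set limit; inactive means change above -40%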; further: on the % scale 0 is the no-effect control and ±100 the full control effect
Target sequence (Q9HBX9 whole entry, looked up): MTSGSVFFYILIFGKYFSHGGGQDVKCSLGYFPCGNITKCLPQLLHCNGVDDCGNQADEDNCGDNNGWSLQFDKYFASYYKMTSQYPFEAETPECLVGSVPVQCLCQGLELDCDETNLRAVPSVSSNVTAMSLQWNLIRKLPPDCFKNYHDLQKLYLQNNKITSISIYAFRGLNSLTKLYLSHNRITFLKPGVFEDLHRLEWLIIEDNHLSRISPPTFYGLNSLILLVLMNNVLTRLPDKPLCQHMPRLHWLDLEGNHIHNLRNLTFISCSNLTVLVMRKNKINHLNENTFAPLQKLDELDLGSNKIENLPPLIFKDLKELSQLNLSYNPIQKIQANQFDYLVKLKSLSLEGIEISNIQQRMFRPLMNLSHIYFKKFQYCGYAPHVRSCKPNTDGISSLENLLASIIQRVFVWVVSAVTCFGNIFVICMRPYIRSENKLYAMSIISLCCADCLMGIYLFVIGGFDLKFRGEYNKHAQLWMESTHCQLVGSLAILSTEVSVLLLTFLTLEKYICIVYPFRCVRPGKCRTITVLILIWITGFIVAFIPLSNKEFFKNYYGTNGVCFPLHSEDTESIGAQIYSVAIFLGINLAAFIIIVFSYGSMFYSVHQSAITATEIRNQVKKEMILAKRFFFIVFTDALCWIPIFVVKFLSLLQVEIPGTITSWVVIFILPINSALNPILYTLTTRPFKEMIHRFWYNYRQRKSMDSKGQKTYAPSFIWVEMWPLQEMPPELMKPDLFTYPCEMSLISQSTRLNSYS
Pol iota inh = blocks human DNA polymerase iota activity | Pol iota fluorescent replication assay, 10 min | Potency, µM (titrated, usually from 115 µM), for inactives: top-dose activity, negative = inhibition, usual class: inhibitors | 390,000 tested, 1% active; further: potency means the concentration at half of the fitted maximal effect
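Fluorescent replication assay read twice, at 0 min and 10 min after adding 50 nM (final) substrate. Enzyme (10 nM) and compounds were first incubated 15 min at room temperature; enzyme-free buffer wells were negative controls.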
Pol eta inh = DNA polymerase eta (human) inhibition; Potency, µM (highest dose often 114 µM), without a hit: at the top dose activity change, negative = inhibition, usual class: inhibitors; Q9Y253; 390,000 tested, 1.2% active; recombinant Pol eta, fluorescent DNA replication assay; AID 588591; further: potency means the concentration at half of the fitted maximal effect; on the % scale 0 is the no-effect control and ±100 the full control effect
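Pol eta (10 nM) was preincubated with compounds for 15 min at room temperature, after which fluorescent replication substrate (50 nM final) was added to start the reaction. Fluorescence was read kinetically at 0 and 10 min.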
APE1 inh = inhibitors of human APE1 endonuclease; P27695; recombinant APE1, TAMRA/BHQ-2 abasic DNA cleavage fluorescence; Potency, µM (doses to about 65.8 µM), for the others: at the top dose activity change, negative = inhibition, hits mostly inhibitors; 350,000 tested, 0.35% active; AID 2517;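 further: potency means the concentration at half of the fitted maximal effect; plate controls were vehicle for no effect and reference inhibitor for full effect; nearly all actives have a fitted effect of over 55% in size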
Target sequence (P27695 whole entry, looked up): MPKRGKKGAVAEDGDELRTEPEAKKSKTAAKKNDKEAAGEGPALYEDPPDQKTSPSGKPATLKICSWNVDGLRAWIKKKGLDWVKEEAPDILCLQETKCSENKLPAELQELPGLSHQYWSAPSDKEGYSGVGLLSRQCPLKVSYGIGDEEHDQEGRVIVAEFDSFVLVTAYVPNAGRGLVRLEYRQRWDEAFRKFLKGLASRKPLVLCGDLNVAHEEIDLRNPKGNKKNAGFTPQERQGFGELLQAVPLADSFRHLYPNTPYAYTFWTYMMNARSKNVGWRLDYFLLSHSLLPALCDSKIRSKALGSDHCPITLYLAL
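Substrate: short duplex with […] THF abasic site, 5'-TAMRA and 3'-BHQ-2, 50 nM final. APE1 at 0.75 nM, preincubated 15 min RT with compound. Fluorescence increase from first to third read measured activity.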
Apoferritin bind = candidate novel general anesthetic via apoferritin binding. P02791. apoferritin/1-aminoanthracene competitive binding, fluorescence. Potency, µM (top dose mostly 77.5 µM), for inactives: at the top dose activity change, negative = displacement, most hits filed as inhibitors. 350,000 tested, 0.074% active. AID 485281; further: potency means the concentration at half of the fitted maximal effect; on the % scale 0 is the no-effect control and ±100 the full control effect; nearly all actives have a fitted effect of over 20% in size
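10 uM apoferritin + 50% sat. 1-AMA, PBS; cpd 10 min RT; Ex380/Em535 endpoint; normalized to free probe vs complex; 4-param Hill fit; propofol titration as pos. ctrl.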
Pol kappa inh = DNA polymerase kappa (human) inhibition. Q9UBT6. purified Pol kappa, fluorescent DNA synthesis assay, 10 min. Potency, µM (series often up to 107 µM), for inactives: top-dose activity, negative = inhibition, hits mostly inhibitors. 400,000 tested, 0.53% active. AID 588579; further: potency means the concentration at half of the fitted maximal effect; on the % scale 0 is the no-effect control and ±100 the full control effect
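Enzyme at 10 nM met test compounds for 15 min at room temperature. Substrate addition (50 nM final) began the reaction, which was monitored by fluorescence at 0 and 10 min.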
Pol beta inh = inhibitors of human DNA polymerase beta | Pol beta primer extension/strand displacement, fluorescence kinetic | Potency, µM (highest dose often 114 µM), inactives show at the top dose activity change, negative = inhibition, usual class: inhibitors | 340,000 tested, 1.3% active; further: potency means the concentration at half of the fitted maximal effect; on the % scale 0 is the no-effect control and ±100 the full control effect
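Reaction started by 50 nM substrate onto compound-treated Pol beta (10 nM, 15 min preincubation, room temperature); plates read at 0 min and 10 min. Normalized concentration-effect data fitted by four-parameter Hill equation.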
Tb PGK inh = inhibitors of T. brucei phosphoglycerate kinase | Potency, µM (top dose mostly 57.5 µM), inactives show top-dose activity change, negative = inhibition, hits mostly inhibitors | 380,000 tested, 0.043% active | PGK/GAPDH coupled, Kinase-Glo luminescence, 60 min | P07378 | AID 602233; further: potency means the concentration at half of the fitted maximal effect; on the % scale 0 is the no-effect control and ±100 the full control effect; nearly all actives have a fitted effect of over 60% in size
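Recombinant glycosomal PGK reaction used 1,3-bisphosphoglycerate generated in-well by GAPDH (100nM final) in 100mM TEA pH 7.6, 5mM MgCl2, 0.01% Tween-20. After 60 minutes at room temperature, ATP was read by Kinase-Glo Plus luminescence end-point.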
* = called active by the depositor; i = inactive; ? = inconclusive; / = not tested or not shown; & = joins results of further samples; [ ] = remark or other dose. Unless noted, the call rests on the fitted dose curve; in most records, active means well fitted curve in the direction sought with a large enough effect; inconclusive means small, poorly fitted or top-dose-only effect, or another doubt; inactive means no such curve, though single readings can be large; an effect the other way counts as inactive or inconclusive.

SMILES	BLM inh	RXFP1 antagonist	Pol iota inh	Pol eta inh	APE1 inh	Apoferritin bind	Pol kappa inh	Pol beta inh	Tb PGK inh
Cc1ccc(NC(NC(=O)c2cccs2)C(Cl)(Cl)Cl)cc1C (stereo not given)	-15%	-1	7%	-13%	-7%	?	-8%	36%	-7%
CCCC(=O)Nc1ccc(C)c(O)c1	0%	1	8%	-15%	4%	-24%	-2%	2%	3%
CC(=O)c1ccc(OCC(O)CN(C)Cc2cccs2)cc1 (stereo not given)	-6%	-1	-11%	6%	-8%	-12%	1%	2%	-3%
CC(=O)Nc1ccc(OC(=O)c2ccccc2O)cc1	-2%	/	/	/	16%	-15%	-10%[60.1 µM]	/	/
CC(=O)Nc1cccc(Nc2nc(-c3ccccc3F)nc3ccccc23)c1	-13%	5	22%	-5%	-2%	-10%	-7%	18%	-8%
CCc1cccc(CC)c1-n1c(SCC(=O)N2CCc3ccccc32)nc(O)cc1=O	/	-2	?	?	26%	/	-11%	/	0%
COc1cccc(NC(=O)CN(C)C(=O)CN2C(=O)c3ccc([N+](=O)[O-])cc3C2=O)c1	/	-18	40%[activator]	-5%	-12%	/	2%	/	8%
CC(=O)Nc1ccc(NC(=O)CC(C)n2ccnc2)cc1 (stereo not given)	-2%	-2	8%	-3%	-1%	14%	-7%	10%	-6%
COc1cc(N/N=C/c2ccccc2O)ncn1	-15%	-5	16%	-18%	-9%	6%	-5%	6%	-9%
CN1CCN(C(=O)CCN2C(=O)/C(=C/c3ccc(F)cc3)SC2=S)CC1	-3%	13	37%[activator]	-2%	-8%	1%	-22%	6%	-5%
O=C(NCc1ccco1)C1CCN(c2ccc(S(=O)(=O)N3CCOCC3)cc2[N+](=O)[O-])CC1	-8%	1	3%	-6%	-1%	-13%	-3%	-11%	-9%
N#CCC(=O)Nc1ccc(C(=O)OCC(=O)c2ccc3c(c2)OCCO3)cc1	-21%	-6	64%[activator]	-9%	-8%	-22%	-6%	2%	12%
Cc1ccc(C)c(Nc2nc3ccc(C)cc3n3cnnc23)c1	0%	-4	121%[activator]	-2%	28%	-8%	-11%	33%	5%
Cn1cccc1C(=O)OCC(=O)NC(=O)NC1CCCCC1	-6%	-4	24%	-14%	12%	?	17%	20%	i
Cc1cc(=O)n2[nH]c(C)c(-c3ccccc3)c2n1	-1%	/	29%	-21%	1%	-7%	0%	1%	3%
O=C(c1ccco1)N(Cc1cccc(F)c1)C1CCS(=O)(=O)C1 (stereo not given)	1%	13	28%	-19%	5%	-4%	0%	-21%	-8%
COc1ccccc1CCNC(=O)C(C)Sc1nc(-c2ccccc2)cc(C(F)(F)F)n1 (stereo not given)	-3%	/	-4%	-6%	/	-17%	-16%	0%	-2%
CCN(CC)C(=O)CSCc1cnn(-c2ccccc2)c1-n1cccc1	-3%	-3	-1%	?	7%	?	-10%	-18%	-1%
Cc1ccc(N(C)S(=O)(=O)c2cccc(C(=O)NCCCN3CCCC3=O)c2)cc1	/	-4	-13%	3%	6%	/	6%	/	-4%
O=C(c1cnn2c(C(F)(F)F)cc(-c3ccc(Br)cc3)nc12)N1CCOCC1	-1%	/	29%	-5%	-1%	-5%	0%	0%	-6%
O=c1cc(Cl)[nH]c(=O)n1CCNc1ncc(C(F)(F)F)cc1Cl	2%	-6	-10%	-10%	-7%	4%	-2%	-4%	-7%
Cc1ccc(/C=c2\sc3nc(-c4cccs4)nn3c2=O)o1	-9%	-15	?	?	?	-4%	?	18µM*	-7%
O=C(Nc1ccc(Cl)cc1)c1ccco1	-1%	-9	169%[activator]	-20%	7%	-4%	-15%	8%	-8%
COCCCNC(=O)Cn1cc(C(=O)C2CC2)c2ccccc21	0%	3	11%	-2%	-1%	-7%	-3%	17%	0%
Cc1ccc(S(=O)(=O)NCC(=O)OCC(=O)N2C(C)CCCC2C)cc1 (stereo not given)	/	-4	1%	-8%	4%	/	-18%	/	8%

Next compounds follow.
SMILES	BLM inh	RXFP1 antagonist	Pol iota inh	Pol eta inh	APE1 inh	Apoferritin bind	Pol kappa inh	Pol beta inh	Tb PGK inh
CC(C)c1ccc(NC(=O)CSc2n[nH]c(=O)n2C2CC2)cc1	-3%	-1	-13%	-9%	33%	-4%	-16%	-11%	-2%
O=C(CSc1nnnn1-c1ccc(Cl)c(C(=O)O)c1)NC(c1ccccc1)c1ccccc1	0%	-14	-5%	-12%	0%	-3%	-3%	6%	-9%
CCOC(=O)c1c(NC(=O)CN2CCC(C)CC2)sc(C)c1C	-3%	10	151%[activator]	-17%	17%	-2%	0%	45%	-2%
Cc1cc(C)c(C)c(S(=O)(=O)N2CCN(CC(=O)NC(=O)NCc3ccccc3)CC2)c1C	-6%	-4	17%	-8%	10%	-6%	-5%	20%	-28%
CCc1ccc(-c2cc(C(F)(F)F)n3nc(C(=O)Nc4c(C)nn(Cc5ccccc5Cl)c4C)cc3n2)s1	-3%	-6	-1%[58.9 µM]	-16%	-5%	-9%	-7%	0%	-10%
O=C(CNC(=O)c1ccc(OC(F)F)cc1)NC1CCCc2ccccc21 (stereo not given)	-7%	-3	-11%	-6%	-7%	-14%	-9%	1%	i
CCC(=O)c1ccc(N2CCN(C(=O)c3ccccc3Br)CC2)c(F)c1	-4%	0	59%[activator]	-13%	-1%	-21%	-2%	?	-1%
CC(=O)NO	-12%	-18	30%	-7%	-4%	11%	?	/	-5%
CC1(C)CC(=O)C(C=Nc2ccccc2C(=O)O)=C(O)C1	2%	17	6%	-10%	0%	-15%	-3%	3%	/
CCCNC(=O)C(Cc1ccccc1)NC(=O)c1ccc(C(F)(F)F)cc1 (stereo not given)	/	/	15%	-9%	-7%	/	18%	/	i
N#Cc1ccc2c(c1)NC(=O)C1CCCN21 (stereo not given)	-1%	-8	114%[activator]	-21%	-1%	-19%	-1%	-14%	-8%
C[C@@H](NC(=O)c1nc[nH]c1C(=O)N(C)Cc1ccccc1)c1ccccc1	/	/	21%	-21%	1%	/	9%	/	-1%
O=C(N/N=C1\CC(c2ccccc2)Oc2ccccc21)c1ccccn1 (stereo not given)	-1%	5	86%[activator]	-9%	0%	-10%	-12%	8%	-2%
CCOC(=O)C1=C(C)Nc2ccccc2N/C1=N\S(=O)(=O)c1ccccc1	/	-3	74%[activator]	-18%	52%[activator]	/	-3%	/	-1%
COc1ccc(C2C(C(=O)NCc3ccco3)c3ccccc3C(=O)N2C)cc1 (stereo not given)	-1%	1	112%[activator]	-8%	17%	-1%	-2%	39%	13%
Nc1nonc1-n1nnc(C(=O)N/N=C\c2ccncc2)c1CN1CCCCC1	2%	7	0%	-21%	22%	-5%	-11%	84%	/
Cc1cc(-c2ccc(Cl)s2)n[nH]1	-7%	0	54%[activator]	-9%	-4%	?	-5%	25%	7%
Cc1ccc2onc(CNC(=O)Nc3ccccc3C#N)c2c1	1%	-4	1%	-18%	/	-8%	-13%	-3%	-1%
CCc1nc(NC(C)C)c2oc3ccccc3c2n1	-5%	0	-4%	-11%	7%	-7%	-5%	-9%	-5%
CN(Cc1nc2c(s1)CCCC2)C(=O)CCc1nnc(-c2ccccc2)o1	-1%	-17	11%	-6%	-5%	-3%	-12%	7%	-5%
CN(Cc1cccc(F)c1)C(=O)c1ccc(S(=O)(=O)N2CCOCC2)cc1	/	12	-9%	-3%	9%	/	-3%	/	i
CC1CC(C)(C)CC2(C1)NC(=O)N(CC(=O)Nc1cc([N+](=O)[O-])ccc1F)C2=O (stereo not given)	/	7	18%	-11%	9%	/	-16%	/	-7%
Cc1ccc(-c2nc3cnccn3c2Nc2c(C)cccc2C)o1	4%	/	-5%&18%	-5%	?	335%[activator]	-1%&-11%	2%	i
O=C(C1CCN(S(=O)(=O)c2cccc3cccnc23)CC1)N1CCn2c1nc1ccccc12	0%	/	-18%	-2%	-2%	-3%	-19%	3%	i
COc1ccccc1CNC(=O)C(Cc1ccccc1)NS(=O)(=O)c1ccc2c(c1)CCN2C(C)=O (stereo not given)	5%	3	0%	-5%	/	-8%	6%	12%	-3%

(further entries)
SMILES	BLM inh	RXFP1 antagonist	Pol iota inh	Pol eta inh	APE1 inh	Apoferritin bind	Pol kappa inh	Pol beta inh	Tb PGK inh
CN(CCCNC(=O)CCC(=O)N1CCOc2ccc(Cl)cc21)Cc1ccccc1	-4%	9	16%	-19%	-3%	-17%	1%	0%	i
COc1ccc(-n2c(-c3ccc(Cl)cc3)c[nH]c2=S)cc1	-6%	-23	-2%	-19%	-23%	15%	-11%[60.1 µM]	29%	0%
Cc1cc(C)c(NC(=O)CN(C)C(=O)CCC(=O)c2ccc(C)s2)c(C)c1	/	-4	-15%	-2%	40%	/	-3%	/	-4%
C=CCN(C)CC/C=C1\c2ccccc2CSc2ccccc21	5%	-17	9%	1%	8%	-1%	-7%	7%	5%
Cn1c(=O)c2c(ncn2CC(=O)Nc2cc(Cl)c(Cl)cc2Cl)n(C)c1=O	0%	/	/	/	5%	-9%	/	3%	/
Cc1c(Cc2ccccc2)c(=O)oc2cc(OC(C)C(=O)NCC3CCC(C(=O)O)CC3)c(Cl)cc12 (stereo not given)	0%	/	33%[activator]	-10%	19%	-12%	17%	-1%	-10%
COc1cc(C(=O)O/N=C2\CCCc3c2ccc(OC)c3[N+](=O)[O-])cc(OC)c1OC	-2%	4	9%	-10%	-7%	-8%	-9%	20%	7%
CCOc1cc(N2CCOCC2)c(OCC)cc1NC(=O)C(NC(=O)c1c(F)cccc1F)C(C)C (stereo not given)	/	-1	13%	-15%	/	/	-1%	/	-3%
CCCCn1c(N)c(N(CCOC)C(=O)c2ccc3c(c2)C(=O)N(c2ccccc2C)C3=O)c(=O)[nH]c1=O	/	-10	9%	-10%	6%	/	-20%	/	i
CCCCCCn1c(CN2CCN(C)CC2)nc2c1c(=O)n(C)c(=O)n2C	-13%	10	32%[activator]	-19%	-5%	-9%	11%	-22%	i

Bioassay records (PubChem)

This is a subset; rates above refer to the full screens.
